Source: PubChem BioAssay (several laboratories)
PAFAH1B2 FP inh – inhibitors of human PAFAH1B2; P68402; 340,000 compounds, 1.2% hits; recombinant PAFAH1B2, FP-rhodamine activity probe, fluorescence polarization; inhibition, % at 3.39 µM;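 active = inhibition above the mean of all tested compounds plus 3 SD, cut at about 24% in these data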;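 also: 0% = enzyme with DMSO and 100% = wells lacking PAFAH1B2; many of its hits are not listed in these tables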
Fam108B counter – blocks mouse Fam108B hydrolase in RBBP9 counter-screen. 300,000 compounds, 0.33% hits. recombinant Fam108B, FP-Rh probe fluorescence polarization. inhibition, % at 9.51 µM;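 active = inhibition above the screen mean inhibition plus 3 SD, computed separately per campaign, cut at about 18% in these data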;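 also: inhibitors lower polarization as less probe binds the enzyme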
MCL1 BIM primary – MCL1-BIM-BH3 interaction inhibition (human); Q07820; GST-MCL1 / FITC-Bim-BH3 fluorescence polarization; inhibition, % at 10.9 µM; 320,000 compounds, 0.68% hits; AID 2057;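 active = inhibition above the mean inhibition of all tested compounds plus 3 SD, set per campaign, cut at about 40% in these data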;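 also: 0% = DMSO wells and 100% = unlabeled Bim-BH3 peptide control; higher means more loss of mP so more displacement of Bim peptide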
AHR activator – human AHR activation | AHR-responsive luciferase reporter cells, luminescence | 320,000 compounds, 2.5% hits | P35869 | activation, % at 5 µM; in the data active = activation above about 47%;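 also: 0% = vehicle wells and 100% = reference agonist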
Target sequence (P35869 whole entry, looked up): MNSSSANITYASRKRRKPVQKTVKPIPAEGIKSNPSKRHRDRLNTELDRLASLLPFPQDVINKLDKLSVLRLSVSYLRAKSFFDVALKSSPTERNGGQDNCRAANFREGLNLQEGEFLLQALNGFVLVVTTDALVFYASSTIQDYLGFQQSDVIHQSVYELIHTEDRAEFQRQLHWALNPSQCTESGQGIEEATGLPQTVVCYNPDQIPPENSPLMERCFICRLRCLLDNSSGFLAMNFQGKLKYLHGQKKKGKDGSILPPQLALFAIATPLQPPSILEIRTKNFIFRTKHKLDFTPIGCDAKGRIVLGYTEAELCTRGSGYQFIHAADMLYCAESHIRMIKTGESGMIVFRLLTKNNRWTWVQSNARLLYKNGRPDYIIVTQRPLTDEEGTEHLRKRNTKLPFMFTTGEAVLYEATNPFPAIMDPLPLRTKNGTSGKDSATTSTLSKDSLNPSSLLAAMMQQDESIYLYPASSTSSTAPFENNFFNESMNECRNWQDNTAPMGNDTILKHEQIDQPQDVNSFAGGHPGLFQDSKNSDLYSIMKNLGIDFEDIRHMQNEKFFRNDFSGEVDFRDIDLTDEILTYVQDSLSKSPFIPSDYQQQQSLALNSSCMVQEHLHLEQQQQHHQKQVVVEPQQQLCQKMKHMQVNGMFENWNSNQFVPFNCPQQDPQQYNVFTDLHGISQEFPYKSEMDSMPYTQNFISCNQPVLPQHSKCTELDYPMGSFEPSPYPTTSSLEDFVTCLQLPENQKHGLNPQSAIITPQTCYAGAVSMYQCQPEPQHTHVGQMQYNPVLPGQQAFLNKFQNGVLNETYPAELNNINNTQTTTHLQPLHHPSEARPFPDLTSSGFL
BCLXL inh – blocks human Bcl-xL binding to Bim BH3 peptide; Q07817; GST-Bcl-xL / FITC-Bim BH3 peptide fluorescence polarization; inhibition, % at 10.9 µM; 320,000 compounds, 0.7% hits; AID 2129;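 active = inhibition above the mean of all tested compounds plus 3 SD, cutoff set per campaign, cut at about 30% in these data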;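 also: 0% = DMSO wells and 100% = unlabeled Bim-BH3 peptide competitor; inhibitors lower millipolarization by displacing the labeled peptide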
Target sequence (Q07817 whole entry, looked up): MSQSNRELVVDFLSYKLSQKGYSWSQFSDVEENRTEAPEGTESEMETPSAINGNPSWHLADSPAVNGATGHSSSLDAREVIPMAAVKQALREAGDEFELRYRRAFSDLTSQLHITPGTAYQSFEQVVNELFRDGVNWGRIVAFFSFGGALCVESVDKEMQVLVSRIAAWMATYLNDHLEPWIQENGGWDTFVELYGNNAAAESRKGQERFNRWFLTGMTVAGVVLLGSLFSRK
GLD-1 TGE inh – GLD-1-TGE RNA interaction inhibition (C. elegans). 320,000 compounds, 0.44% hits. purified GLD-1 + fluorescein TGE RNA, fluorescence polarization. inhibition, % at 5.96 µM. Q17339;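 active = percent inhibition above a per-plate cutoff, the plate mean of test compounds plus 3 SD, cut at about 30% in these data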;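 also: 0% = DMSO wells with GLD-1 and probe and 100% = wells lacking GLD-1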
PME-1 primary – PME-1 (human) inhibition. Q9Y570. 320,000 compounds, 0.53% hits. recombinant PME-1, FP-Rh probe fluorescence polarization. inhibition, % at 5.9 µM;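 active = inhibition above the campaign mean of all compounds plus 3 SD, cut at about 26% in these data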;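 also: competitive labeling of PME-1 active site by serine hydrolase directed probe; 0% = PME-1 with DMSO and 100% = wells lacking PME-1 enzyme; inhibitors block probe labeling so polarization falls and inhibition rises; many of its hits are not listed in these tables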
MEX-5 binding – C. elegans MEX-5 TCR-2 RNA binding activity | activity score (negative = inhibition of binding), % at 10 µM | 300,000 compounds, 0.38% hits | MEX-5/FITC-TCR2 RNA binding, fluorescence polarization; stronger effect = lower value | Q9XUB2;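 active = inhibition past about -25% in most replicates, and total fluorescence under double the plate's negative control median, limit read from the data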;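 also: 0% = DMSO and -100% = 5 µM competing unlabeled TCR2 RNA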
pPAFAH FP inh – pPAFAH (human) enzyme inhibition; Q13093; recombinant pPAFAH, FP-rhodamine probe fluorescence polarization; inhibition, % at 3.39 µM; 330,000 compounds, 1.5% hits;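 active = inhibition above the mean inhibition across the screen plus 3 SD, cut at about 25% in these data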;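 also: inhibitors block binding of the rhodamine activity-based probe so polarization drops; 0% = enzyme with DMSO and 100% = wells lacking pPAFAH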
* hit, by the source's call; / = no result given; & = joins results of further samples. The list is partial; count on the stated rates, not on these rows.

SMILES | PAFAH1B2 FP inh | Fam108B counter | MCL1 BIM primary | AHR activator | BCLXL inh | GLD-1 TGE inh | PME-1 primary | MEX-5 binding | pPAFAH FP inh
O=C(Nc1ccn(Cc2c(F)c(F)c(F)c(F)c2F)n1)c1cccc(Cn2cc([N+](=O)[O-])cn2)c1 | -2.2 | -2.7 | -3.5 | 2.4 | -2.6 | 4.4 | -0.6 | 0.2 | -6.9
CCC(=O)c1ccc(OCC(=O)N2CCN(S(=O)(=O)c3ccc(Cl)s3)CC2)cc1 | 7.1 | / | -3.0 | 0.3 | -4.2 | 1.6 | 8.1 | / | 15.1
COC(=O)C1C(=O)c2c([nH]c(C(=O)OC3CCCCC3)c2C)CC1C (configuration not stated) | -0.4 | 3.1 | 1.8 | -2.1 | 5.3 | 3.9 | 4.8 | 1.7 | -4.6
COc1cc2c(cc1NC(=O)c1cc(-c3ccncc3)nc3ccc(C)cc13)oc1ccccc12 | 1.2 | -4.8 | 4.4 | 9.8 | -1.8 | 1.1 | -7.2 | -1.9 | 4.9
O=[N+]([O-])c1ccc(Cl)c(NC2=NCCCCC2)c1 | 1.7 | -1.3 | 10.1 | -0.1 | 6.1 | -0.4 | 0.5 | 2.7 | 1.1
CCCCOC(=O)Nc1ccccc1C(=O)N1CCCC1 | -1.1 | -1.6 | -9.3 | -1.6 | 1.5 | 2.1 | -1.1 | / | 5.7
CC1CN(C(=O)CCC(=O)NCCc2ccccc2)c2ccccc2O1 (configuration not stated) | 2.5 | 1.0 | 4.8 | -2.7 | -0.5 | 0.0 | -1.4 | -1.5 | 8.8
COc1ccc(F)cc1C(=O)C1CCCN(C(=O)c2ocnc2C)C1 (configuration not stated) | -1.5 | 1.7 | 5.7 | 5.5 | -1.1 | -7.1 | -0.6 | 0.6 | -3.2
CCOc1ccc(C2NC(=O)C(C#N)=C(S)N2c2ccc(OC)cc2)cc1OC (configuration not stated) | -0.4 | 1.7 | 3.7 | 2.6 | 5.0 | 6.3 | 3.1 | 0.4 | -0.3
CCN1CCN(c2sc(S(C)(=O)=O)nc2S(=O)(=O)c2ccc(Cl)cc2)CC1 | 0.9 | 2.0 | 13.8 | -0.8 | 7.2 | 7.2 | -6.7 | 0.1 | 5.3
CCOC(=O)C1(Cc2ccc(OC)cc2)CCN(C(=O)c2cc(C)nn2C)CC1 | -5.2 | -0.6 | 0.7 | 1.5 | -2.1 | 0.4 | -3.3 | / | -6.7
O=C(CNc1cccc(C(F)(F)F)c1)N/N=C/c1ccccc1C(=O)O | 5.3 | 1.7 | -1.5 | 3.1 | 3.4 | 4.7 | -0.9 | -0.4 | 4.6
COC(=O)c1ccc(C2/C(=C(/O)c3ccc(OC)cc3)C(=O)C(=O)N2Cc2ccco2)cc1 (configuration not stated) | -5.1 | -1.2 | 4.3 | 2.6 | 4.8 | 0.7 | -6.1 | 1.1 | 11.3
O=C(O)Cn1c2ccccc2c2ccccc21 | -0.9 | 4.3 | 5.4 | 2.2 | 5.7 | 7.2 | -1.4 | 0.1 | 2.1
Cc1ccc(C2(CC(=O)Nc3nccs3)CCOC(C(C)C)C2)cc1 (configuration not stated) | 0.1 | 0.8 | 4.9 | 3.6 | 5.7 | 0.3 | -5.3 | -2.5 | 1.1
Nc1nc(SCc2ccc([N+](=O)[O-])cc2)nc2nc3c(cc12)CCCC3 | -2.7 | -3.4 | 0.9 | 3.9 | 1.6 | -7.7 | -8.9 | 0.6 | 10.2
CC(NC(=S)NC1CCCCC1)C(c1ccccc1)N1CCOCC1 (configuration not stated) | 4.2 | -2.7 | 8.3 | 1.4 | 2.7 | 9.9 | 0.8 | 0.7 | 2.2
COc1ccc(/C=C/C(=O)N2CCN(C)CC2)cc1OC | 2.8 | -0.7 | 0.0 | 3.7 | 8.7 | 1.8 | -5.2 | 2.1 | -6.6
COc1cc(C(=O)N=C2SC3CS(=O)(=O)CC3N2c2ccccc2)cc(OC)c1OC (configuration not stated) | 1.7 | 1.8 | -2.5 | 1.5 | 3.0 | -7.7 | -2.6 | 0.7 | 3.9
Cc1ccc(CSc2nc(N)cc(=O)[nH]2)cc1 | 24.5* | -8.2 | -11.6 | 2.8 | -7.6 | -10.0 | -1.7 | -1.1 | 1.6
CC1CCCN(C(=O)C2CCN(S(=O)(=O)c3cccc4nonc34)CC2)C1 (configuration not stated) | 5.8 | 1.1 | 2.9 | 0.6 | 2.2 | 3.7 | -3.5 | -2.2 | 3.9
CCN(CC)C(=O)CSC1=C(C#N)C(c2ccco2)C(C(=O)OCCOC)=C(C)N1 (configuration not stated) | 6.7&1.4 | -0.1 | 14.7 | 3.8 | 10.3 | 2.3 | -0.3 | -0.9 | 5.2
CCOC(=O)NC1Cc2ccccc2C1Sc1ccccn1 (configuration not stated) | 5.5 | 1.8 | -2.7 | 9.9 | 3.4 | 5.3 | -4.8 | -0.4 | -2.2
Cc1ccc(Cl)cc1-c1ccc(/C=N/n2cnnc2)o1 | 6.2 | -3.6 | 13.8 | 15.4 | 1.3 | -2.3 | -8.1 | 0.1 | -3.0
COc1ccccc1CNCc1cccc(Oc2ccccc2)c1 | 1.0 | 1.8 | 10.2 | 0.2 | 0.6 | 2.4 | 2.3 | -0.7 | 2.1

Three records drawn at random from the list so far:
SMILES | PAFAH1B2 FP inh | Fam108B counter | MCL1 BIM primary | AHR activator | BCLXL inh | GLD-1 TGE inh | PME-1 primary | MEX-5 binding | pPAFAH FP inh
CCCCOC(=O)Nc1ccccc1C(=O)N1CCCC1 | -1.1 | -1.6 | -9.3 | -1.6 | 1.5 | 2.1 | -1.1 | / | 5.7
O=C(CNc1cccc(C(F)(F)F)c1)N/N=C/c1ccccc1C(=O)O | 5.3 | 1.7 | -1.5 | 3.1 | 3.4 | 4.7 | -0.9 | -0.4 | 4.6
CCOC(=O)C1(Cc2ccc(OC)cc2)CCN(C(=O)c2cc(C)nn2C)CC1 | -5.2 | -0.6 | 0.7 | 1.5 | -2.1 | 0.4 | -3.3 | / | -6.7

More records follow:
SMILES | PAFAH1B2 FP inh | Fam108B counter | MCL1 BIM primary | AHR activator | BCLXL inh | GLD-1 TGE inh | PME-1 primary | MEX-5 binding | pPAFAH FP inh
CC(C)Cc1nc(NCCN2CCOCC2)c(C#N)c2c1COC(C)(C)C2 | 8.9 | -1.0 | 9.7 | 1.5 | 9.2 | 3.9 | 9.4 | -1.2 | 7.6
CCOC(=O)CCCn1nc(C)n2c(cc3sccc32)c1=O | 5.0 | -0.1 | 4.1 | -0.9 | 2.9 | 0.4 | -5.9 | -0.4 | 2.4
CC1(c2ccccc2)ON(c2ccccc2C(F)(F)F)C1=O (configuration not stated) | / | / | -1.7 | 3.0 | -3.6 | 1.3 | -5.7 | / | -4.9
Cc1ccc(S(=O)(=O)NC(Cc2ccccc2)C(=O)O)cc1 (configuration not stated) | 18.2 | -0.4 | -3.7 | 0.8 | 3.1 | -4.2 | -8.7 | -1.5 | 3.7
COc1ccc(OC)c(CNC(=O)CCn2c(=O)c3cccn3c3ccc(F)cc32)c1 | -1.1 | 0.0 | 5.5 | 2.2 | 2.1 | 1.2 | 6.1 | -1.5 | 3.9
O=C(NCCc1ccccc1Cl)c1ccc2nc3ccccc3c(=O)n2c1 | 0.0 | -5.7 | 1.3 | 0.7 | 3.4 | -0.8 | 4.2 | 1.1 | -4.1
CC(C)(C)OC(=O)N[C@H](/C=C/c1ccccc1)C(=O)OC(C)(C)C | 1.3 | / | 3.7 | -0.9 | 4.2 | -6.6 | -0.9 | / | 1.2
COc1ccccc1-n1c(Cc2cccs2)n[nH]c1=S | 0.4 | -0.2 | -7.7 | 0.2 | -3.0 | -2.5 | 0.8 | 1.6 | 1.4
COC(=O)NNC(=O)Cc1cccc2ccccc12 | 8.2 | 0.0 | -2.2 | 0.7 | 1.7 | -1.6 | -2.6 | 2.6 | 4.9
Cc1ccc(NC(=O)NCCCN2CCCC2=O)cc1Cl | -2.9 | 0.4 | 4.6 | 16.5 | 5.3 | 1.7 | -0.5 | -2.1 | 5.0
COc1ccc(CCNS(=O)(=O)c2ccc(F)cc2)cc1OC | -5.4 | -1.4 | 6.1 | 5.5 | 0.0 | 2.2 | -1.5 | 1.2 | -1.7
COc1ccc(NC(=O)C2CCCN(S(=O)(=O)c3cccnc3)C2)cc1 (configuration not stated) | 0.1 | 2.0 | -1.7 | 5.2 | -3.8 | 5.3 | -1.6 | -2.7 | 3.8
CC1CC(C)CN(Cc2nc(N)nc(Nc3ccc4ccccc4c3)n2)C1 (configuration not stated) | 0.6 | 1.1 | -1.3 | 26.4 | 3.4 | -0.3 | 3.8 | -2.8 | -1.5
COC(=O)c1cc(OC)c(OC)cc1NC(=S)N1CCN(C)CC1 | -5.7 | 0.3 | 2.2 | 6.9 | 6.0 | 6.3 | -4.3 | 1.8 | 4.5
O=C(CSc1cccc[n+]1[O-])Nc1cccc(Oc2ccccc2)c1 | -1.9 | 3.3 | 2.9 | 0.3 | -0.8 | 2.9 | -2.3 | -1.6 | -1.7
CCN(CC(=O)NC1CCS(=O)(=O)C1)S(=O)(=O)c1cc(Br)ccc1Br (configuration not stated) | 6.7 | -1.6 | 3.5 | -2.7 | 6.1 | 6.7 | -4.1 | 0.9 | 8.3
COc1cccc2cc(CC(=O)c3ccc(C)c(C)c3)c(=O)oc12 | -0.9 | -3.9 | -0.2 | 0.3 | 3.0 | 5.3 | 1.5 | -0.8 | -0.8
O=C(c1ccccc1F)N1CCN(c2ncccn2)CC1 | -2.3 | 1.2 | 5.5 | -2.7 | 3.2 | 2.2 | -3.9 | -1.6 | 3.5
Fc1ccc2[nH]c3c(N4CCc5ccccc5C4)ncnc3c2c1 | / | 1.4 | -10.9 | -2.7 | -0.5 | 0.7 | 9.3 | 0.9 | 5.8
COC(=O)C(C)NC(=O)C12CC3CC(C1)CC(c1ccc(C)cc1)(C3)C2 (configuration not stated) | 4.2 | -0.7 | -6.0 | 2.0 | 3.3 | -7.6 | -4.4 | 0.1 | 8.8
COc1cc(NC(=O)CN2C(=O)C(=O)N(C3CCCC3)C2=O)cc(OC)c1 | -4.4 | / | -1.1 | 14.0 | 0.4 | -1.0 | 1.6 | / | 0.8
Cc1ccccc1NC(=O)COc1ccccc1C | 2.5 | -0.4 | 1.5 | -2.1 | -0.4 | -1.3 | -5.4 | 0.4 | 5.4
Cn1c(Cn2c(=O)sc3ccccc32)nnc1SCC(=O)Nc1ccccc1F | 1.1 | 0.0 | -0.8 | -0.1 | -1.9 | 3.5 | 6.6 | 0.5 | -4.7
C=CCN1C(=O)S/C(=C\c2ccc(N3CCOCC3)cc2C)C1=O | 8.2 | 1.5 | -8.0 | -0.8 | -6.8 | -38.2 | 3.7 | -29.1* | 13.3
CCN1CCN(CCNC(=O)c2ccc3c(c2)N(Cc2ccc(F)cc2)C(=O)/C(=C/c2ccccc2)S3)CC1 | -3.0 | -6.9 | 4.7 | -0.2 | 2.9 | -4.0 | 3.1 | 2.7 | -4.2
Cc1ccc(-n2cc(CN(C)Cc3nccn3C)c(-c3cccc(C)c3)n2)cc1 | 2.6 | -4.3 | 7.5 | 0.4 | 0.9 | 1.7 | -2.2 | 1.9 | 3.0
COc1cccc(C(=O)COC(=O)c2ccc(NC(=O)c3ccccc3)cc2)c1 | -1.4 | -1.0 | 2.2 | 4.5 | 5.4 | 0.7 | -3.7 | -1.5 | 0.2
O=C(Nc1cccc2ncccc12)c1ccccc1Cl | 2.9 | -2.0 | -14.3 | 3.4 | -10.3 | -3.2 | 3.1 | 2.7 | -2.4
CN1CCN(C(c2cccc(C(F)(F)F)c2)c2nnnn2C(C)(C)C)CC1 (configuration not stated) | 5.7 | -1.7 | -0.7 | 0.0 | 2.7 | -0.5 | -4.1 | 1.1 | 5.8
